# VIM-2 inhibitor = inhibitors of Pseudomonas aeruginosa VIM-2 metallo-beta-lactamase | purified VIM-2, nitrocefin hydrolysis, epi-absorbance fluorescence | inhibition, % at 5.6 µM | 290,000 compounds, 0.89% hits | AID 1527;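 active means inhibition above the mean of all tested compounds plus 3 SD, cutoff set per screening run, cut at about 7.5% in these data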;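 further: red hydrolysis product quenches plate fluorescence so inhibitors raise well fluorescence; 0% = enzyme with DMSO and 100% = DMSO without enzyme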
# V1R ag counter = counter-screen for oxytocin receptor agonists: human V1a receptor agonists. CHO-V1R cells, Fluo-8 calcium fluorescence, agonist mode; 0% DMSO, 100% 3 nM vasopressin. activation, % at 3 µM. 320,000 compounds, 0.25% hits. AID 2797;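 active means activation above the mean activation of all tested compounds plus 3 SD, per screening run, cut at about 20% in these data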;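 further: signal is peak over basal fluorescence ratio across a 100 second FLIPR read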
# Target sequence (P37288 whole entry, looked up): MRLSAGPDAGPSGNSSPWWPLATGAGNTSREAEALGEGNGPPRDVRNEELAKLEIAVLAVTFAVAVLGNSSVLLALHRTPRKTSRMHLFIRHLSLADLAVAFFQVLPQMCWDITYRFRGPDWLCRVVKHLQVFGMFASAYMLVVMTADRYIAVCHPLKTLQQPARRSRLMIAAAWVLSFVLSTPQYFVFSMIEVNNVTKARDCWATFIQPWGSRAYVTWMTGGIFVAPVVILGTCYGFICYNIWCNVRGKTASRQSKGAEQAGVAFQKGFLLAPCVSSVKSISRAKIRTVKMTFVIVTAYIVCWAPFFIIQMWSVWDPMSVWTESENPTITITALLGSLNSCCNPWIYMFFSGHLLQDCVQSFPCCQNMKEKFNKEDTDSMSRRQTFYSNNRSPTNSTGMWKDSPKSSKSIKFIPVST
# GalR3 antagonist = human GalR3 antagonism. 360,000 compounds, 0.44% hits. HEK293 GalR3-CNG cAMP membrane potential fluorescence; galR3 body fused to GalR1 C-terminus. inhibition, % at 3 µM;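 active means inhibition above the screen-wide average plus 3 SD, cut at about 13% in these data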;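 further: forskolin and galanin both at EC90 stimulate the cells; cAMP rise reported by CNG channel membrane potential dye signal; 0% = forskolin plus galanin with DMSO and 100% = forskolin alone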
# Target sequence (O60755 1-299 limits assumed): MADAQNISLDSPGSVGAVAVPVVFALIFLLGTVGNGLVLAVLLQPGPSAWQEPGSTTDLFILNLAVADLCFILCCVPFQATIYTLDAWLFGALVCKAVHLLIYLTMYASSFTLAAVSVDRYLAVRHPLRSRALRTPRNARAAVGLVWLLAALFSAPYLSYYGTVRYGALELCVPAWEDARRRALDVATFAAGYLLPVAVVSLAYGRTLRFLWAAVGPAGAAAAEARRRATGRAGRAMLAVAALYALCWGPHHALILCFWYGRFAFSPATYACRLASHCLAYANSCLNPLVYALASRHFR
# PHOSPHO1 inh = PHOSPHO1 (human) inhibition; recombinant PHOSPHO1, absorbance phosphatase assay; inhibition, % at 13.3 µM; 290,000 compounds, 1.1% hits; Q8TCT1; in the data active means inhibition above about 60%
# OXTR ag = agonists of human oxytocin receptor; AID 2435; CHO-OTR cells, Fluo-8 calcium fluorescence; normalized: DMSO 0%, oxytocin 100%; activation, % at 3 µM; P30559; 320,000 compounds, 0.32% hits;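 active means activation above the mean of all tested compounds plus 3 SD, cutoff set per screening run, cut at about 20% in these data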;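 further: peak over basal fluorescence ratio from a 100 s FLIPR kinetic read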
# Target sequence (P30559 whole entry, looked up): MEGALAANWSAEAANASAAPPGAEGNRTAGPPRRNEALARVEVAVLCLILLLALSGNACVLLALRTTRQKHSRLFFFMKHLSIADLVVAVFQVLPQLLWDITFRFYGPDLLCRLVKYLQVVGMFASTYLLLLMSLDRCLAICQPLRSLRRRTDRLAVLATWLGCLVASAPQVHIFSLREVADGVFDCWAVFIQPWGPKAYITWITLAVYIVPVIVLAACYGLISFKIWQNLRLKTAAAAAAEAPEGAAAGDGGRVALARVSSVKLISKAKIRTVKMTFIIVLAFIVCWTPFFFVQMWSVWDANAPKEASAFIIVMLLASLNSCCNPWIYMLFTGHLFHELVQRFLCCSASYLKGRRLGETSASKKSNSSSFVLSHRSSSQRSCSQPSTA
# NS3 helicase inh = inhibitors of Hepatitis C virus NS3 helicase; AID 1800; inhibition, % at 10.9 µM; NS3 helicase DNA unwinding, Cy5 molecular beacon fluorescence; 290,000 compounds, 0.56% hits;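 active means inhibition above the mean of all tested compounds plus 3 SD, set per campaign, cut at about 35% in these data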;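 further: 0% = DMSO wells and 100% = thioflavine S control wells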
#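 Test system: hepatitis C virus NS3 helicase domain fragment enzyme. Also added: annealed dual-labelled DNA beacon duplex, ATP-started. Timing: 60 min unwinding reaction at 25 °C after ATP addition. Technique: Cy5 fluorescence. Measure: % inhibition of unwinding.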
# FID counter = fluorescent intercalator displacement, NS3 helicase counter-screen; 290,000 compounds, 0.17% hits; inhibition, % at 7.9 µM; AID 1845; DNA fluorescent intercalator displacement, fluorescence; in the data active means inhibition above about 37%;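 further: 0% = vehicle and 100% = reference compound; higher means more ethidium bromide displaced from hairpin DNA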
# GPR7 antag = blocks human GPR7 receptor signaling; GPR7-expressing cells, fluorescence antagonist assay; inhibition, % at 4.4 µM; 290,000 compounds, 1.1% hits; AID 1861; in the data active means inhibition above about 16%, passing the limit was not always enough;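 further: cells stimulated with the agonist NPW; 0% = agonist with vehicle and 100% = vehicle without agonist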
# IMP-1 inh = blocks Pseudomonas aeruginosa IMP-1 metallo-beta-lactamase | inhibition, % at 5.6 µM | 290,000 compounds, 0.45% hits | AID 1556 | purified IMP-1, nitrocefin hydrolysis, epi-absorbance fluorescence;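 active means inhibition above the mean plus 3 SD of all compounds in the same screening run, cut at about 4.5% in these data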;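 further: 0% = IMP-1 with DMSO and 100% = DMSO wells lacking enzyme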
#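 Material – recombinant IMP-1 enzyme, purified · Amount – IMP-1 0.2 nM before substrate addition · Medium – HEPES buffer pH 7.1 with ZnSO4 and Brij 35 · Timing – 25 °C, 15 min preincubation, 25 min reaction · Measured by – plate fluorescence quenching by hydrolysis product, ex 480/em 530 nm · Read-out – percent enzyme inhibition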
# Numbers without * were called inactive; x = not tested or not shown; & = joins results of further samples.
# Values run as follows: VIM-2 inhibitor	V1R ag counter	GalR3 antagonist	PHOSPHO1 inh	OXTR ag	NS3 helicase inh	FID counter	GPR7 antag	IMP-1 inh
CCCCN(NC(C)=O)c1nc(Cl)nc(NC(C)C)n1
    -2.0	-0.3	-3	17	-0.9	-4	-3	4	-3.7
N#C/C(=C\C=C\c1ccccc1)C(=O)Nc1ccccc1
    -4.6	0.8	-6	2	-0.5	2	-1	-3	-3.1
COc1ccc(NC(=O)CSc2nnc(-c3ccc(C)cc3)n2N)cc1
    -0.3	-1.1	-7	29	-1.1	-7	-6	2	-3.2
C[C@H](NC(=O)c1nc[nH]c1C(=O)NC(c1ccccc1)c1ccccc1)C(=O)OC(C)(C)C
    -2.3	-0.4	-2	30	-1.5	-27	-27	-42	-0.7
Cc1ccc(NC(=O)c2cccc(C(=O)OC(C)C)n2)c(Br)c1
    -3.6	0.2	2	-5	-1.3	1	-5	-7	-4.5
Brc1ccc2oc3c(N4CCOCC4)ncnc3c2c1
    -0.7	x	0	12	x	7	-3	-10	-4.7
O=C1CC(c2cccc(Oc3ccccc3)c2)NC(=O)N1 (stereo unspecified)
    -2.4	1.6	-4	-1	1.0	4	-15	-3	-2.3
CC(=O)N1CCc2cc(Br)cc(S(=O)(=O)N3CCCCCC3)c21
    -0.8	0.7	-12	18	0.0	0	-18	-19	-2.2
CN(Cc1nc(-c2cnccn2)no1)CC1(c2ccccc2)CC1(C)C (stereo unspecified)
    0.7	0.4	-3	-2	-0.8	6	-22	4	-0.6
COCCN(C(=O)CNC(=O)c1ccco1)C(C(=O)NC1CCCCC1)c1cccs1 (stereo unspecified)
    -3.7	0.4	6	-31	6.7	-1	-15	-8	1.2
CC(OC(=O)CCC(=O)N1CCN(S(=O)(=O)c2ccc3ccccc3c2)CC1)C(=O)NC(N)=O (stereo unspecified)
    -3.5	-0.7	-9	35	-0.9	1	-32	-2	-3.2
CCOC(=O)CSc1nnc(-c2cccnc2)o1
    -2.4	1.4	0	0	0.6	1	-3	-3	-4.9
COc1cc(-c2nnc(COc3ccc(Cl)cc3C)o2)cc(OC)c1OC
    -4.3	-0.7	-4	-7	-0.7	-1	-7	-21	-2.7
COc1ccc(O)c(-c2cc(-c3ccccc3Cl)[nH]n2)c1
    0.1	1.5	-13	40	5.5	-8	-5	-18	-2.3
COc1ccccc1C(=O)NCC(=O)OCC(=O)Nc1cccc(S(=O)(=O)N(C)C)c1
    -2.4	2.1	-5	-17	-0.6	11	-6	-13	-1.9
CCN1CCN(CCC(=O)Nc2cc(C)ccc2C)CC1
    -0.2	0.7	-8	27	0.6	-3	-6	-10	-4.6
CCCCc1nc2n[nH]c(N)c2c2c1CCCC2
    -2.7	0.1	0	5	-1.2	-10	-15	-19	-2.5
COc1ccccc1OCC(=O)O
    -4.2&-5.2	0.0&0.2	2&2	-1&-17	0.3&-0.1	1&-1	4&2	-6&-7	-3.0&-4.3
CCc1nc(SCC(=O)Nc2ccc(C(=O)O)cc2)n[nH]1
    -3.9	0.3	1	6	0.5	12	4	-11	-1.9
O=C(O)c1cccc(-n2cccc2/C=C2/NC(=O)N(c3ccc(Cl)cc3)C2=O)c1
    0.5	x	-9	16	x	28	-36	-10	-2.1

# Copied from the list:
# FID counter result of N#C/C(=C\C=C\c1ccccc1)C(=O)Nc1ccccc1 is entered as -1
# OXTR ag result of COc1ccccc1OCC(=O)O is entered as 0.3&-0.1

# (next part)
# Values run as follows: VIM-2 inhibitor	V1R ag counter	GalR3 antagonist	PHOSPHO1 inh	OXTR ag	NS3 helicase inh	FID counter	GPR7 antag	IMP-1 inh
O=C1C2CC=C(Cl)CC2C(=O)N1CCN1CCOCC1 (stereo unspecified)
    -2.0	1.3	2	-27	0.2	9	-1	-9	-2.1
c1ccc(-c2nc3cnccn3c2Nc2ccc3c(c2)OCCO3)cc1
    0.8	-0.6	-2	22	-2.2	-16	-15	27	3.1
NC(=O)Cn1c(=O)n(Cc2ccccc2)c(=O)c2cccnc21
    -2.7	1.1	2	2	0.2	6	2	3	-1.6
Cc1cc(=O)[nH]c(SCCCOc2ccc(F)cc2)n1
    -2.1	0.3	-6	14	-0.4	-1	0	-5	-3.5
CC1CCN(CCCn2c(=S)[nH]c3c(sc4ccccc43)c2=O)CC1
    -1.2	-0.7	3	37	-1.2	-18	6	-6	-6.0
O=C(COC(=O)c1cc(=O)[nH]c2ccccc12)Nc1nccs1
    -3.0	0.2	-4	-19	-0.2	2	-5	-6	-3.4
O=C(Nc1cccc(Cl)c1)O/N=C\c1ccncc1
    0.5	1.0	-3	36	3.7	0	2	-4	-2.4
CS(=O)(=O)c1ccc2nc(NC(=O)C3CCCO3)sc2c1 (stereo unspecified)
    -5.0	1.4	-3	-10	-0.5	3	-3	-7	-1.1
NC(=O)c1ccc(NC(=O)COC(=O)CCSc2ccccc2)cc1
    -1.0	0.6	-8	40	0.8	-10	-5	2	0.2
Cc1ccc(C(C)C)c(OCc2n[nH]c(=S)o2)c1
    -6.0	1.1	-4	-38	-1.8	29	-24	-8	-6.0
c1ccc(-n2nnc3ccccc32)nc1
    0.9	0.0	-4	17	-0.8	5	-33	-13	-3.0
COc1ccc(S(=O)(=O)N2CCN(c3ncnc4c(-c5ccccc5)nsc34)CC2)cc1
    x	0.8	0	3	0.3	x	x	x	x
CCCc1c(C)c2c(C)[nH]nc2oc1=O
    2.6	-0.8	-4	14	-2.1	9	-6	-12	-1.6
Cc1ccc(C)c(N2CCN(C(=O)C3CCCN(S(=O)(=O)c4c(C)noc4C)C3)CC2)c1 (stereo unspecified)
    0.1	3.7	x	18	1.1	-6	-2	3	-1.4
CN1CCN(Cc2nc3c(c(=O)n(C)c(=O)n3C)n2CCCc2ccccc2)CC1
    0.9	-0.6	-2	48	-0.3	-1	5	3	-0.5
COc1ccc(C2SCC(=O)N2CCCN(C)C)cc1 (stereo unspecified)
    -2.5	-0.1	-1	7	0.8	5	10	-9	-1.9
CC(=O)Nc1cccc2c1C(=O)N(c1ccc(OC(C)=O)cc1)C2=O
    -3.6	1.1	-6	37	0.5	4	-5	-6	-2.6
O=C(O)c1cccc(N2C(=O)c3ccc(C(=O)c4cccc([N+](=O)[O-])c4)cc3C2=O)c1
    -1.3	-0.7	-5	4	0.4	11	-4	11	-2.9
CCOC(=O)CC(=O)CSc1ncnc2c1nnn2-c1ccc(OC)cc1
    -2.1	-0.2	2	-4	0.0	18	-1	-13	-3.4
OC1(C#CCN2CCCC2)CCCCC1
    -2.1	0.2	-11	13	-0.7	7	-5	-7	-0.6

# Full records from above. Order of screens: VIM-2 inhibitor | V1R ag counter | GalR3 antagonist | PHOSPHO1 inh | OXTR ag | NS3 helicase inh | FID counter | GPR7 antag | IMP-1 inh
# CN1CCN(Cc2nc3c(c(=O)n(C)c(=O)n3C)n2CCCc2ccccc2)CC1 is listed with 0.9 | -0.6 | -2 | 48 | -0.3 | -1 | 5 | 3 | -0.5
# c1ccc(-n2nnc3ccccc32)nc1 is listed with 0.9 | 0.0 | -4 | 17 | -0.8 | 5 | -33 | -13 | -3.0

# (cont.)
# Values run as follows: VIM-2 inhibitor	V1R ag counter	GalR3 antagonist	PHOSPHO1 inh	OXTR ag	NS3 helicase inh	FID counter	GPR7 antag	IMP-1 inh
CCc1ccc(N2CC(C(=O)NCc3ccc4c(c3)OCO4)CC2=O)cc1 (stereo unspecified)
    -2.5	0.8	-6	-42	-1.3	-2	-13	-7	-3.2
Cc1c(Cl)cccc1NC(=O)C1NC(=O)CC1c1ccccc1 (stereo unspecified)
    0.1	1.2	2	11	2.5	10	-7	7	-3.8
Cc1ccccc1N1CCN(C2CCCN(C(=O)CCN3CCCCO3)C2)CC1 (stereo unspecified)
    -0.9	0.8	-1	52	0.2	8	-11	-14	1.3
Cc1ccc(CN2CC(C(=O)Nc3ccc(S(=O)(=O)N4CCCCC4)cc3)CC2=O)cc1 (stereo unspecified)
    1.1	0.1	1	-6	0.3	8	-48	4	1.7
CC(CO)N1CCS(=O)(=O)CC1 (stereo unspecified)
    -4.5	0.8	-1	8	0.9	5	-4	-11	-3.8
CC(C)N(CCNC(=O)c1ccc(OCC2CCCO2)cc1)C(C)C (stereo unspecified)
    -1.1	-0.1	-3	8	-0.3	16	-3	-5	-4.8
Cc1cc(C)cc(C(=O)NC(CC(N)=O)c2ccc(N3CCC(Br)CC3)c([N+](=O)[O-])c2)c1 (stereo unspecified)
    -1.5	-0.5	4	-58	-0.4	-2	-22	-7	-3.1
COc1cc2nc(CN(C)Cc3ccc(Cl)cc3)[nH]c(=O)c2cc1OC
    -5.3	1.2	-1	-104	-0.5	0	-11	-8	-3.1
O/N=C/c1ccccc1OCc1ccccc1Cl
    -0.1	0.2	-2	24	-1.8	-3	-4	3	-1.8
COc1ccc(N2CCN(C3CCCN(C(=O)CN4CCCCC4=O)C3)CC2)cc1 (stereo unspecified)
    1.3	0.8	-6	-12	-0.1	21	-3	-4	2.6
CCCN1CCN(C(=O)CN2C(=O)CC(C)(C)S(=O)(=O)c3ccccc32)CC1
    -0.9	0.2	-3	19	-0.6	0	6	-5	-0.5
CCOC(=O)C1=C(c2ccccc2)Nc2ncnn2C1c1cccc(OC)c1OC (stereo unspecified)
    -2.2	0.7	-3	-14	-0.8	-2	-28	-7	-1.4
CS(=O)(=O)N(CC(=O)Nc1cccnc1)c1ccc2c(c1)OCO2
    -1.9	0.2	-2	0	-0.8	10	-2	-1	-1.7
CCOc1cccc(OCCOCCN(C)C)c1
    -1.4	0.8	2	-7	-0.4	8	-3	-4	-0.4
COc1cc2c(cc1OC)-c1cc(NC3CCCCCCC3)nc(=O)n1CC2
    -1.8	0.2	47*	-3	-2.2	-18	-13	-17	-2.0
Cc1c(C)c2c(OCC(=O)NC3CC3)cc3c(c2oc1=O)CCC(C)(C)O3
    4.7	-0.3	1	34	-1.5	-16	-36	-9	-2.5
O=C(c1c[nH]c(C(=O)C(Cl)(Cl)Cl)c1)c1ccccc1F
    -2.9	0.9	-11	11	0.4	3	-1	-7	-4.1
CCCn1nc(C(=O)OCC(=O)Nc2cccc(S(N)(=O)=O)c2)c2ccccc2c1=O
    -1.9	0.2	-5	-4	-1.1	0	-6	-5	-4.1
CCN(CC)S(=O)(=O)c1ccc(-c2nnc(SCC(=O)Nc3nc(C)cs3)o2)cc1
    -2.4	2.1	-2	-1	2.6	-2	-9	-5	-2.4
O=C(Cc1n[nH]c(=O)c2ccccc12)N1CCN(c2ccc(F)cc2)CC1
    0.9	1.0	-2	-5	-0.1	-1	-5	22*	0.6
CCOC(=O)c1cn2cccnc2n1
    -3.3	0.4	-5	12	2.0	-4	0	6	0.2
COc1cccc(NC(=O)CCNS(=O)(=O)c2cccc3nsnc23)c1
    1.4	-0.3	-14	-1	0.0	-10	3	0	0.1
Cc1cc(C(=O)OCC(=O)c2c(N)n(C)c(=O)n(C)c2=O)c(C)o1
    0.5	3.1	-2	-21	0.2	3	-11	-1	-0.7
CCC(C)NC(=O)C(CCSC)NC(=O)c1ccccc1 (stereo unspecified)
    -3.5	-1.0	-6	16	-1.0	-6	3	-8	-1.7
CCOC(=O)C1=C(C)OC(N)=C(C#N)C1c1cc2ccccc2nc1N1CCCCC1 (stereo unspecified)
    0.2	-0.5	x	-8	-0.2	14	1	-4	-1.9

# Bioassay records deposited in PubChem by several laboratories.
